Assay outcomes as filed in PubChem.
FLuc counter: qHTS profiling assay for firefly luciferase inhibitor/activator using purifed enzyme and Km concentrations of substrates (counterscreen for miR-21 project) | purified FLuc, Km substrates, luminescence inhibition | 360,000 compounds, 6.9% hits | Potency, µM (highest dose often 57.5 µM), for the others: top-dose activity change, negative = inhibition, hits mostly inhibitors | Luciferin 4-monooxygenase (Photinus pyralis), P08659 | AID 588342, 2011;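 further: potency means the concentration at half of the fitted maximal effect; plate controls were vehicle for no effect and reference inhibitor for full effect; nearly all actives have a fitted effect of over 55% in size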
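Biochemical qHTS of compounds, final roughly 60 µM downward over six points, against 10 nM purified firefly luciferase using Km concentrations of substrates (10 uM D-luciferin, 10 uM ATP) in Tris acetate pH 7.5 buffer; luminescence output.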
ELG1 repair inh: qHTS screen for small molecules that inhibit ELG1-dependent DNA repair in human embryonic kidney (HEK293T) cells expressing luciferase-tagged ELG1. Potency, µM (titrated, usually from 46.1 µM), for inactives: top-dose activity change, negative = inhibition, hits mostly inhibitors. 330,000 compounds, 2.3% hits. HEK293T ELG1-luciferase reporter, luminescence, 16 h; DNA damage induced by 5-fluorouridine; further: potency means the concentration at half of the fitted maximal effect; on the % scale 0 is the no-effect control and ±100 the full control effect; nearly all actives have a fitted effect of over 55% in size
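Step one: seed 2,000 cells per well. Step two: pin-transfer compound or DMSO alongside 5-fluorouridine. Step three: incubate 16 hr, 37 °C, 5% CO2. Step four: add ONE-Glo, wait 30 min, read luminescence.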
Tb PFK inh: qHTS Assay to Find Inhibitors of T. brucei phosphofructokinase; ATP-dependent 6-phosphofructokinase (Trypanosoma brucei brucei), O15648; T. brucei PFK, ADP-Glo luminescence; Potency, µM (top dose mostly 57.5 µM), without a hit: at the highest dose activity, negative = inhibition, most hits filed as inhibitors; 330,000 compounds, 0.17% hits; AID 485367, 2010;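 further: potency means the concentration at half of the fitted maximal effect; 0% = uninhibited 1x PFK enzyme wells and -100% = no-enzyme wells; nearly all actives have a fitted effect of over 60% in size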
Target sequence (O15648 whole entry, looked up): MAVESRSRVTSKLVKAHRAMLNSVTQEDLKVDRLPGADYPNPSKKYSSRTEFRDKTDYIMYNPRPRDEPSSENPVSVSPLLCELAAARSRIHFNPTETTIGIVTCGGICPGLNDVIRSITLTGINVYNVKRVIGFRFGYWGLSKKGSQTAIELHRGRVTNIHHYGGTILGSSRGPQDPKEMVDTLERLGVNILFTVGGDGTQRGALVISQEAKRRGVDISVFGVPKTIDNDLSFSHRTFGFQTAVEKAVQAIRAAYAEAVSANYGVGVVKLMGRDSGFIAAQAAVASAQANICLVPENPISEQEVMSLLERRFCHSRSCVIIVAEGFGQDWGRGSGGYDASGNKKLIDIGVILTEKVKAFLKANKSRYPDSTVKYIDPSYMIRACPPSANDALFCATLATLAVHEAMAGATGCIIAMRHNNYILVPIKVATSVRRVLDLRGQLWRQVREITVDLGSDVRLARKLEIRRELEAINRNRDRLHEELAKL
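Luminescent ADP detection (ADP-Glo, two-step: ATP depletion then ADP-to-ATP conversion for luciferase) reported PFK activity after 45 min room-temperature reaction of 1.25 nM enzyme with 0.5 mM F6P and 0.1 mM ATP at pH 8.0.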
BRCA1 expr act: qHTS Assay to Identify Small Molecule Activators of BRCA1 Expression; 380,000 compounds, 1.1% hits; Potency, µM (highest dose often 46.1 µM), for inactives: at the top dose activation, usual class: activators; MCF7-BRCA1-FFLuc reporter, luminescence, 48 h; response scale: scaled: vehicle 0%, 10 µM genistein 100%; further: potency means the concentration at half of the fitted maximal effect; nearly all actives have a fitted effect of over 80% in size; some results filed as inactive show a strong effect at the top dose
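Compounds are tested at multiple concentrations on MCF7 BRCA1-luciferase reporter cells seeded at 2000 per well; after 48 h, a single luminescence end-point is taken and curves fitted to the normalized data.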
Rab9 prom act: qHTS Assay for Rab9 Promoter Activators; Huh7 Rab9 promoter-luciferase reporter, luminescence, 24 h; Potency, µM (series often up to 9.22 µM), for the others: at the highest dose activation, negative = inhibition, actives largely listed as activators; 320,000 compounds, 2.8% hits; further: potency means the concentration at half of the fitted maximal effect; % of control where 0% means no effect; nearly all actives have a fitted effect of over 60% in size
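Promoter activation is measured as luciferase luminescence in Huh7 cells stably transfected with a Rab9 promoter–luciferase construct, following 24 h compound exposure at 37 °C and 10 min reagent incubation at ambient temperature.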
p53 reactivation: qHTS assay for re-activators of p53 using a Luc reporter; H1299 p53-A138V BP100-luciferase reporter, luminescence, 24 h; Potency, µM (top dose mostly 92.2 µM), without a hit: at the highest dose activity change, positive = activation, actives largely listed as activators; 320,000 compounds, 0.063% hits; AID 504706, 2011; further: potency means the concentration at half of the fitted maximal effect; % of control where 0% means no effect; nearly all actives have a fitted effect of over 45% in size
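H1299 (p53-null), stable ts p53-A138V + BP100-Luc; 1000 cells/well, Opti-MEM/10% FBS; cpd 4 pt, 1:5; 24 h, 37 deg C, 5% CO2; detection reagent 10 min RT; luminescence.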
Gal4-VP16 FLuc: VP16 counterscreen qHTS for inhibitors of ROR gamma transcriptional activity; Potency, µM (titrated, usually from 53.6 µM), for the others: top-dose activity, negative = inhibition, usual class: inhibitors; 310,000 compounds, 3.5% hits; Drosophila S2 Gal4-VP16 UAS-luciferase, luminescence, 20 h;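 further: Gal4-VP16 expression switched on by copper sulfate through the metallothionein promoter; potency means the concentration at half of the fitted maximal effect; on the % scale 0 is the no-effect control and ±100 the full control effect; nearly all actives have a fitted effect of over 50% in size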
RORgamma inh: qHTS for inhibitors of ROR gamma transcriptional activity; Nuclear receptor ROR-gamma (Mus musculus), P51450; Drosophila S2 Gal4-RORgamma UAS-luciferase reporter, 20 h; Potency, µM (doses to about 53.6 µM), without a hit: top-dose activity change, negative = inhibition, usual class: inhibitors; 310,000 compounds, 5.4% hits; AID 2551, 2010; further: potency means the concentration at half of the fitted maximal effect; on the % scale 0 is the no-effect control and ±100 the full control effect; nearly all actives have a fitted effect of over 60% in size
Target sequence (P51450 whole entry, looked up, the tested form may be a part): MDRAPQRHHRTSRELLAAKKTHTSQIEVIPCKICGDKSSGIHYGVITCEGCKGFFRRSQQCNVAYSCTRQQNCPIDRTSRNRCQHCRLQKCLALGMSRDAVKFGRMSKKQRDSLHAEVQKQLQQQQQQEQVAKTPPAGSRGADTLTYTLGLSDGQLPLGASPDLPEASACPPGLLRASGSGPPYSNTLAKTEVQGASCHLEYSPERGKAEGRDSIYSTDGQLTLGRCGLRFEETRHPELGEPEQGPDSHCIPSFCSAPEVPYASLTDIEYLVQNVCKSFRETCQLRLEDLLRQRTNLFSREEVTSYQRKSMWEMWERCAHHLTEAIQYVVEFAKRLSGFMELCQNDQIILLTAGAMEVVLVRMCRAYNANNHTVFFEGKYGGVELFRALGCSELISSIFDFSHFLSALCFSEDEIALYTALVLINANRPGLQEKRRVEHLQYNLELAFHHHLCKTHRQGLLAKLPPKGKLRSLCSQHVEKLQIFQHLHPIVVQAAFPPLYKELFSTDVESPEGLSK
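Luminescence from a UAS-regulated Photinus luciferase reporter in stably transfected Drosophila Schneider cells is measured; decreased signal marks ROR gamma inhibition. Fusion expression is induced by 700 uM copper sulfate for 20 hr.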
NPC1 promoter act: qHTS Assay for NPC1 Promoter Activators. Huh7 NPC1 promoter luciferase reporter, 24 h. 320,000 compounds, 2.4% hits. Potency, µM (doses to about 9.22 µM), for the others: at the top dose activation, hits mostly activators;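 further: potency means the concentration at half of the fitted maximal effect; % of control where 0% means no effect; nearly all actives have a fitted effect of over 60% in size; reporter is driven by a mutant NPC1 promoter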
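Luminescence from an NPC1 promoter-driven luciferase reporter in stably transfected Huh7 cells was measured after 24 h compound treatment at 37 °C, followed by 10 min ambient incubation with luciferase detection reagent.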
ELG1 genotoxic: qHTS screen for small molecules that induce genotoxicity in human embryonic kidney (HEK293T) cells expressing luciferase-tagged ELG1; AID 504466, 2011; HEK293T ELG1-luciferase reporter, luminescence, 16 h; 330,000 compounds, 1.3% hits; Potency, µM (top dose mostly 46 µM), without a hit: top-dose activity change, positive = activation, most hits filed as activators; further: potency means the concentration at half of the fitted maximal effect; % of control where 0% means no effect; nearly all actives have a fitted effect of over 60% in size
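HEK293T cells expressing luciferase-tagged ELG1 were exposed to compound or DMSO vehicle for 16 hr at 37 °C and 5% CO2. Luciferase activity was then measured with ONE-Glo after 30 min at room temperature.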
TRPV1 agonist: HTS Assay for Compounds that Act as Agonists of the Vanilloid Receptor 1; Transient receptor potential cation channel subfamily V member 1 (Homo sapiens), Q8NER1; TRPV1-expressing cells, Fluo-8 calcium influx, agonist mode; activation, % at 8.33 µM; 320,000 compounds, 0.19% hits; AID 540275, 2011; in the data active means activation above about 80%; inconclusive means between about 30% and that limit; further: 0% is about no effect
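Cells expressing TRPV1 were dye-loaded with Fluo-8 and read kinetically: 10 s baseline, 3 min after compound (agonist portion), then 2 min after EC20 capsaicin (allosteric enhancer portion). Calcium-bound dye fluorescence at 480/520 nm.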
Active calls of the source: *; ? = inconclusive; . = no result given; & = joins results of further samples; [ ] = remark or other dose. Unless noted, the call rests on the fitted dose curve; in most records, active means well fitted curve in the direction sought with a large enough effect; inconclusive means small, poorly fitted or top-dose-only effect, or another doubt; inactive means no such curve, though single readings can be large; an effect the other way counts as inactive or inconclusive. Outcome played no part in choosing rows, and some 15% of all compounds hit somewhere here.

SMILES	FLuc counter	ELG1 repair inh	Tb PFK inh	BRCA1 expr act	Rab9 prom act	p53 reactivation	Gal4-VP16 FLuc	RORgamma inh	NPC1 promoter act	ELG1 genotoxic	TRPV1 agonist
CS(=O)(=O)NCCNc1ccc(Cl)cc1[N+](=O)[O-]	1%	15%	-10%	2%	1%	-2%	-13%	38%	-3%	9%	27
CCOC(=O)c1cnc2c(-c3ccccc3)cnn2c1N	0.6µM*	?	-5%	?	0.5µM*	?	11µM*	1.6µM*	0.63µM*	?	1
CN(C)C(=O)CSc1nnc(-c2cccnc2)n1-c1ccccc1	10%	-2%	2%	0%	-3%	-1%	2%	-1%	1%	0%	.
O=C(O)CSc1nc(C(F)(F)F)cc(=O)n1-c1ccccc1	1%	1%	0%	8%	-5%	0%	-10%	2%	-1%	-1%	-1
O=C(CCN1C(=O)C2C3C=CC(C3)C2C1=O)N1CCN(c2cccc(Cl)c2)CC1 (centres undefined)	0%	-1%	2%[0.46 µM]	-32%	0%	10%	-15%	39%	0%	-4%	2
CCOC(=O)C(C)NC(=O)C(NC(=O)C1CCC(CC)CC1)C(C)C (centres undefined)	2%	.	.	7%	.	.	-12%	14%	.	.	2
CC(C)(C)OC(=O)NCCNC(=O)c1cccs1	-3%	21%	26%	0%	10%	-1%	1%	14%	1%	0%	4
Cc1nnc(SCC(=O)N(C2CCCCC2)C2CCS(=O)(=O)C2)n1C (centres undefined)	7%	12%	11%	-20%	0%	0%	.	.	-1%	-4%	-7
CN1C(=O)[C@@H]2[C@H](C1=O)[C@@H]1C(=O)Nc3ccccc3C(=O)N1[C@@H]2c1cccc(Br)c1	4%	26%	0%	-11%	0%	-2%	.	.	1%	7%	2
NC(=O)/C(=C/c1ccco1)C(N)=S	-1%	-3%	-19%	16%	1%	-1%	-7%	-17%	1%	-3%	1
O=C(CCN1C(=O)C2C3CCC(C3)C2C1=O)Nc1ccc(Br)cc1 (centres undefined)	-13%	2%	-5%	2%	-6%	9%	-14%	27%	-2%	10%	13
CCn1c(-c2cc(-c3ccc(OC(C)C)cc3)nc3ccccc23)n[nH]c1=S	0.6µM*	?	4%	7.1µM*	?	16%	?	13µM*	?	2%	?
O=C(NCC12CC3CC(C1)CC(CNC(=O)N1CCCC1)(C3)C2)N1CCCC1	5%	5%	-5%	1%	-1%	-1%	-3%	-6%	0%	-4%	1
CCN(Cc1ccccc1)S(=O)(=O)c1ccc(C(=O)Nc2nnc(-c3ccccc3OC)o2)cc1	2%	?	0%	-63%	-17%	-2%	0.35µM*	0.2µM*	-23%	-12%	7
COc1ccc(CN2CCN(C(=O)CCC(=O)c3ccc(C)s3)CC2)cc1OC	2%	?	-2%	-10%	-5%	-1%	.	.	-8%	0%	3
Cc1cc(C)cc(N2C(N)=NC(N)=NC2c2ccccc2F)c1 (centres undefined)	1%	-16%	0%	-42%	0%	-1%	2%	24%	0%	-6%	1
CC(=O)Nc1cccc(/C(C)=N/NC(=O)c2cccs2)c1	19µM*	?	-1%	?	2%	17%	3%	-7%	1%	?	0
COc1ccc(Br)cc1CNC(=O)Cn1nc(C)n2cccc2c1=O	0%	0%	3%	-7%	-8%	0%	3%	8%	3%	0%	1
Cc1cc(NS(=O)(=O)c2cc(Cl)sc2Cl)no1	-2%	1%	0%	-5%	1%	-4%	-4%	19%	-5%	-3%	-3
Cc1ccc(C(=O)Nc2ncc3c(n2)CC(c2ccco2)CC3=O)cc1 (centres undefined)	-10%	-6%	0%	2%	-18%	?	1%	3%	-4%	2%	?
COc1ccc(Cn2cc3c(-c4ccc(F)cc4)nnc-3c3cc(OC)c(OC)cc32)cc1	-13%	?	-8%	-62%	-2%	5%	-3%	-30%	1%	?	1
CCOc1c(Cl)cc(CNC(C)(C)CC(C)(C)C)cc1OC	2%	-13%	2%	-45%	-1%	22%	8%	-13%	-31%[inhibitor]	-8%	-1
CC(C)[C@H](NS(=O)(=O)c1ccc(Cl)cc1)C(=O)OCC(=O)NCCN1C(=O)CSC1=O	1%	-4%	-8%	-18%	5%	24%	-9%	4%	1%	1%	-5
O=C(Nc1ccc2c(c1)OCO2)c1ccc(Cl)s1	4.3µM*	?	1%	?	2µM*	?	-4%	?	2.2µM*	2.6µM*	-10
CCOc1cc(C(=O)CCC(=O)OCC(=O)Nc2ccc(C)c(S(=O)(=O)N(C)C)c2)ccc1O	19µM*	?	0%	9%	0%	-4%	-21%	-5%	5%	14%	13
O=C1CC(=O)NC(SCC(=O)Nc2ccccc2[N+](=O)[O-])=N1	3%	2%	-13%	-7%	-1%	0%	2%	7%	-2%	5%	-2
COC(=O)Cn1ccc2cc(S(=O)(=O)N3CCCCC3)ccc21	2%&-1%	6%	4%	0%	-6%	3%	29%	24%	0%	-2%	8
COc1cc(C(=O)Nc2ccc3c(c2)CCCN3C(=O)c2ccco2)c([N+](=O)[O-])cc1OC	0%	?	-4%	-24%	4%	-3%	.	.	-2%	1%	-1
Cc1cc(=O)oc2cc(Oc3ccc([N+](=O)[O-])cc3[N+](=O)[O-])ccc12	-16%	?	18%	-34%	0%	11%	-80%	11µM*	8%	?	-3
O=C(COC(=O)CCC1CCCC1)Nc1ccc(Cl)cc1F	-2%	1%	2%	-4%	-4%	-9%	?	16%	-1%	0%	12

Single entries from the list.
COc1ccc(Br)cc1CNC(=O)Cn1nc(C)n2cccc2c1=O in Tb PFK inh is entered as 3%
CC(C)[C@H](NS(=O)(=O)c1ccc(Cl)cc1)C(=O)OCC(=O)NCCN1C(=O)CSC1=O in Tb PFK inh is entered as -8%

Other compounds:
SMILES	FLuc counter	ELG1 repair inh	Tb PFK inh	BRCA1 expr act	Rab9 prom act	p53 reactivation	Gal4-VP16 FLuc	RORgamma inh	NPC1 promoter act	ELG1 genotoxic	TRPV1 agonist
COc1ccccc1OCCC(=O)OCC(=O)Nc1cc(S(=O)(=O)N2CCOCC2)ccc1Cl	-2%	-7%	1%	0%	3%	1%	11%	-29%	-10%	2%	0
Cc1sc2nc(C(C)C)nc(SCC(=O)N3CCOCC3)c2c1C	-2%	?	0%	-17%	3%	3%	-14%	6%	-1%	10%	24
CCC(c1nnc(SCCNCCO)n1CCN1CCOCC1)N(C)C (centres undefined)	0%	0%	4%	-16%	3%	0%	1%	-11%	-3%	1%	0
O=C(Nc1nccs1)c1cc(-c2ccccn2)nc2c(Cl)cccc12	1%	-2%	-2%	-46%	-1%	-4%	6.3µM*	5µM*	1%	-4%	6
COc1ccc(-c2csc(-c3ccc(C(=O)O)cc3)n2)cc1	0.95µM*	?	-3%	?	0.13µM*	1%	-12%	-3%	0.32µM*	6%	-3
Cc1nc2ccc(S(=O)(=O)NCC(=O)N3CCN(c4ccccc4)CC3)cc2s1	4%	23µM*	2%	-29%	0%	-12%	-6%	36%	-2%	-12%	-2
NC(=O)c1ccc(NC(=O)c2ccc3c(c2)CCN3S(=O)(=O)c2ccccc2)cc1	1%	1%	-5%	-26%	-5%	4%	-5%	-28%	-4%	2%	?
CCn1c(SCc2cccc(C(=O)O)c2)nnc1-c1ccc(Cl)cc1	?	?	-2%	20%	0%	.	?	0%	16%	7%	-2
COc1ccccc1-c1nc(C#N)c(N2CCN(c3ccccc3)CC2)o1	-1%	-23%	-10%	16%	-7%	0%	-3%	?	-2%	-5%	1
N#Cc1c(Cl)nc(N/N=C/c2ccccc2)c(Cl)c1Cl	-12%	8%	-24%	-9%	-5%	?	5µM*	8.9µM*	3%	8%	3
CCC(=Cc1ccc(CC)cn1)CC	?	9%	17%	14%	3%	3%	3%	0%	3%	-2%	-5
